High-throughput results as filed in PubChem.
TAAR1 ag = agonists of human TAAR1; Q96RJ0; CHO RD-HGA16 TAAR1, Fluo-8 calcium fluorescence; vehicle wells 0%, saturating PEA agonist 100%; activation, % at 3 µM; hit rate 0.99% among 360,000;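 active = activation above the mean activation of all test compounds in the run plus 3 SD, cut at about 38% in these data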
Target sequence (Q96RJ0 whole entry, looked up): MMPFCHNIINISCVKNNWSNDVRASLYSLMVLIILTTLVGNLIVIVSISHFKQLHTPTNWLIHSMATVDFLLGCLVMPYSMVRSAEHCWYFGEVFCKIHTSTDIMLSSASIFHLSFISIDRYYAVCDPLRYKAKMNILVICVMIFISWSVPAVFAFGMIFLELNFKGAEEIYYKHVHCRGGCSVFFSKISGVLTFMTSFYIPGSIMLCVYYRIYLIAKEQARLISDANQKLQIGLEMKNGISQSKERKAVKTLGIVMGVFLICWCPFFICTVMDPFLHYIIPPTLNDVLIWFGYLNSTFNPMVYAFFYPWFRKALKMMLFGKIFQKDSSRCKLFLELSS
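Test system: RD-HGA16 (CHO) cells co-expressing Gα16 and hTAAR1 / Benchmarks: DMSO vehicle as 0%, PEA at EC100 as 100% / Repeats: no replicates (n 1) / Measure: % activation from peak over basal fluorescence ratio, DMSO-to-PEA scaled / Timing: 17-24 h plating, Fluo-8 75 min 37 °C, 30 min RT / Technique: kinetic Fluo-8 calcium fluorescence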
TAAR1 antag = antagonists of human TAAR1; hit rate 1.5% among 360,000; AID 624466; CHO RD-HGA16 TAAR1, Fluo-8 calcium fluorescence, antagonist; inhibition, % at 3 µM;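 active = inhibition above a per-plate cutoff, the mean inhibition of test compounds on that plate plus 3 SD, cut at about 49% in these data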;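 note: 0% = DMSO plus EC80 beta-PEA response and 100% = DMSO alone without agonist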
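Test system – hTAAR1-expressing CHO RD-HGA16 cells, Gα16-coupled · Reagent – β-PEA at EC80 concentration, post-compound challenge · Compound dosing – 3 µM, single point · Timing – 140 s kinetic read after compound, 140 s after agonist · Detection – Fluo-8 intracellular calcium dye fluorescence, real-time kinetic reads · Control set – DMSO and EC80 PEA controls · Repeats – n of 1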
Active calls of the source: *. Some of the compounds tested (hit frequency here may not be typical).

Sequence of screens: TAAR1 ag	TAAR1 antag
C[C@H](CO)N1C[C@H](C)[C@@H](CN(C)C(=O)Nc2ccccc2)OCc2cn(nn2)CCCC1=O
  0.6	12.2
CCCCNC(=O)C1C(c2ccc(OC)cc2)=Nc2ccccc2N1C(=O)Cc1cc(OC)cc(OC)c1 (configuration not stated)
  1.0	-29.9
CC(c1nc2ccccc2[nH]1)n1c(=O)c(-c2cccs2)nc2ccccc21 (configuration not stated)
  -1.5	-35.4
C[C@@H]1CN([C@@H](C)CO)C(=O)CCCn2cc(nn2)CO[C@H]1CN(C)C(=O)Nc1ccc2c(c1)OCCO2
  1.1	-1.7
CCCCN1CC(COc2ccc(OC)cc2)OCCS1(=O)=O (configuration not stated)
  -1.5	-0.3
NC(=O)c1ncn([C@@H]2O[C@H](C(=O)N[C@H](Cc3ccccc3)C(=O)N3CCN(c4ccc(Cl)cn4)CC3)[C@@H](O)[C@H]2O)n1
  5.7	-20.9
O=C(NCc1ccccc1)[C@@H]1CCCN1C(=O)[C@H]1CCCN1C(=O)c1ccccc1
  -0.1	-13.5
COC(=O)/C=C1\OCc2cc(OCc3ccccc3)ccc21
  -1.4	-32.7
CCn1ncc2c(=O)c(C(=O)c3ccccc3)c[nH]c21
  -0.8	9.1
CCOC(=O)N1CCN(C(=O)C[C@@H]2C[C@@]3(C(=O)OC)CC(C)(C)CC=C3N(CCc3ccc(OC)c(OC)c3)C2=O)CC1
  2.1	11.0
CCc1c(C(C)O)oc2ccc3c(C)cc(=O)oc3c12 (configuration not stated)
  22.9	-2.2
O=C(NCc1ccccc1)C(c1ccco1)N1CCN(C(=O)C2CCCO2)CC1 (configuration not stated)
  0.8	-10.7
COC(=O)C(CC(C)C)N(Cc1ccc(Br)cc1)S(=O)(=O)CCl (configuration not stated)
  1.6	19.0
CN(C(=O)[C@@H](Cc1ccccc1)NC(=O)[C@H]1O[C@@H](n2ccc(=O)[nH]c2=O)[C@H](O)[C@@H]1O)C1CCCCC1
  1.7	-23.3
CCCCCCC12Cc3cc(OC)c(OC)cc3C(O1)C1=C(O2)C(C)(C)CCC1=O (configuration not stated)
  -2.4	-10.0
C[C@H](CO)N1C[C@H](C)[C@@H](CN(C)C(=O)Nc2ccc3c(c2)OCCO3)OCc2cn(nn2)CCCC1=O
  5.3	-3.0
C#CCNC(=O)C[C@H]1C[C@@]2(C(=O)OC)C(=C[C@H](C(C)C)O[C@@H]2C2CC2)N(Cc2ccccc2)C1=O
  -0.2	-13.6
O=C(NCc1ccccc1)C(c1ccc(F)cc1)N1CCN(c2ccccc2F)CC1 (configuration not stated)
  17.3	7.0
CCCCNC(=O)C[C@H]1C[C@@]2(C(=O)OC)C(=C[C@H](C(C)C)O[C@@H]2C2CC2)N(Cc2ccccc2)C1=O
  -2.7	-26.2
CC(NC(=O)C(NC(=O)OCc1ccccc1)C(C)O)C(=O)OCc1ccccc1 (configuration not stated)
  -0.7	-20.2
O=C(NC1CCCCC1)C(c1ccccc1F)n1c(=O)c(-c2cc3ccccc3[nH]2)nc2ccccc21 (configuration not stated)
  -0.7	-17.5
COc1ccc(OC)c(CN2C(=O)CSCC2(C)C(=O)NCc2ccccc2)c1 (configuration not stated)
  8.2	-21.4
CCOC(=O)N1CCN(C(=O)C[C@@H]2C[C@@]3(C(=O)OC)CC(C)(C)CC=C3N(Cc3ccco3)C2=O)CC1
  -1.9	-19.0
COC(=O)C1=C(C)N(Cc2ccccc2)C(=S)NC1c1ccc(Br)cc1 (configuration not stated)
  0.6	-3.8
Cc1cc(N2CCN(CC(C)(C)O)C[C@H]2C)ccc1N1CCN(Cc2ccccc2)[C@H](C)C1
  2.5	-14.3
Cc1cc(N2CCN(C(C(=O)NC3CCCC3)c3ccc(F)cc3)CC2)c2ccccc2n1 (configuration not stated)
  0.4	-4.2
C=CS(=O)c1sc(Cl)c(N2CCOCC2)c1[N+](=O)[O-] (configuration not stated)
  14.9	30.2
C#CCN(C[C@H]1[C@H](OC(=O)NCCCCCC)[C@H](OC(=O)NCCCCCC)CN(C(=O)OC(C)C)N1C(=O)OC(C)C)S(=O)(=O)c1ccc(C)cc1
  1.0	1.2
CCCCCNC(=O)C(c1ccc(C(F)(F)F)cc1)n1c(=O)c(-c2ccco2)nc2ccccc21 (configuration not stated)
  0.2	-3.1
O=C(N[C@H](Cc1ccccc1)C(=O)NC1CCCCC1)[C@H]1O[C@@H](n2ccc(=O)[nH]c2=O)[C@H](O)[C@@H]1O
  1.9	-4.2
CCCCNC(=O)C[C@@H]1C[C@@]2(C(=O)OC)CC(C)(C)CC=C2N(Cc2ccco2)C1=O
  1.7	-0.4
COc1ccccc1CCn1cnc(-c2ccc(OC)c(OC)c2)c1CC(C)C
  54.4*	68.1*
COC(=O)C1C(=O)N(S(=O)(=O)c2ccc([N+](=O)[O-])cc2)c2ccccc21 (configuration not stated)
  3.5	-2.4
CC(C)NC(=O)C1(C)CN(S(C)(=O)=O)CC(=O)N1CCOc1ccccc1 (configuration not stated)
  0.4	-14.2
Cc1cccc(C)c1NC(=O)C1(C)CSCC(=O)N1CCc1c[nH]c2ccccc12 (configuration not stated)
  2.1	-1.5
CC(=O)N1CCC(c2nc3ccccc3n2C(C)C(=O)NCc2ccccc2)CC1 (configuration not stated)
  4.2	-18.3
CCOC(=O)C1=CCN(S(=O)(=O)c2ccc(Br)cc2)C1c1ccc(F)cc1 (configuration not stated)
  4.8	15.3
Cc1cccc(C)c1NC(=O)C(CCc1ccccc1)n1c(=O)c(-c2cc3ccccc3[nH]2)nc2ccccc21 (configuration not stated)
  0.4	-10.4
OC(c1ccccc1)(c1ccccc1)C1CCN(CCCOc2ccc(-c3ccsc3)cc2)CC1
  35.3	51.2*
COc1ccc(C2=Nc3ccccc3N(C(=O)c3ccncc3)C2C(=O)NC(C)C)cc1 (configuration not stated)
  3.4	-24.0
COc1cc(Nc2cc(C)n(-c3ccc(Cl)c(OC)c3)c(=O)c2)ccc1Cl
  -1.7	-13.2
CSCCC(c1nc2ccccc2[nH]1)n1c(/C=C/c2ccc(Cl)cc2)nc2ccccc21 (configuration not stated)
  18.1	-4.0
Cc1cc(O)cc(=O)n1-c1cccc([N+](=O)[O-])c1
  4.5	-7.4
CCNC(=O)N1CCN(c2ccc(N3CCN(Cc4ccccc4)[C@H](C)C3)c(C)c2)[C@@H](C)C1
  0.3	-7.7
COC(=O)C1=C(C)N(C)C(=NCc2ccc(OC)cc2)NC1c1ccccc1C(F)(F)F (configuration not stated)
  1.9	-4.2
COc1ccc(-c2cccc3c4c([nH]c23)[C@@H]2C[C@H]3[C@@H](C(=O)N2CC4)[C@H](C)ON3C)cc1
  1.9	2.5
COC(=O)c1cc2c(c3c4cc(C)ccc4n(S(=O)(=O)c4ccc(C)cc4)c13)C(=O)N(C)C2
  -2.0	-33.4
O=C(CCc1c[nH]c2ccccc12)Nc1ccc(Oc2cccnc2)cc1
  0.3	11.7
COc1ccc(S(=O)(=O)N2CCCc3nc(-c4ccc(Br)cc4)ccc32)cc1
  1.4	-11.2
CC(C)c1cn(CC[C@@H]2CC[C@H](NS(=O)(=O)c3ccc(F)cc3)[C@@H](CO)O2)nn1
  0.5	-8.5

The results go on:
Sequence of screens: TAAR1 ag	TAAR1 antag
N#Cc1ccc(OCC(=O)N[C@@H](Cc2ccccc2)c2nc3ccccc3[nH]2)cc1
  3.7	27.8
Cc1ccc(Cl)cc1NC(=O)N(C)CCOC(=O)Nc1cccc(Cl)c1
  -0.2	27.1
COC(=O)C(Cc1ccc(O)cc1)NS(=O)(=O)Cc1ccccc1 (configuration not stated)
  3.0	-29.8
CCC(C(=O)Nc1c(C)cccc1C)n1c(-c2cc(C)cs2)nc2ccccc21 (configuration not stated)
  -0.9	-17.6
C[C@]12Cc3ccccc3C1CC1=N[C@@H](c3ccc(C(F)(F)F)cc3)O[C@@]13C[C@@H]2C(=O)N3Cc1ccncc1 (some centres not stated)
  5.5	41.1
CN1CCCCC(NC(=O)C23CC4CC(CC(C4)C2)C3)C1=O (configuration not stated)
  1.7	-19.5
O=c1ccn(C2CC(O)C(COC(c3ccccc3)(c3ccccc3)c3ccccc3)O2)c(=O)[nH]1 (configuration not stated)
  11.7	-7.0
COC(=O)c1ccc2nc(-c3ccccc3)c(Cc3ccccc3)n2c1
  8.4	3.5
Cc1nc2ccccc2n1C(C)c1nc2ccccc2n1CC(=O)c1ccsc1 (configuration not stated)
  2.9	-16.6
CCCCc1c(-c2ccccc2OC)ncn1Cc1ccc(F)cc1F
  -0.2	-17.6
CCOC(=O)C1=CCN(S(=O)(=O)c2ccc(Br)cc2)C1c1cccc(Br)c1 (configuration not stated)
  0.0	-2.5
Fc1ccc2nc(-c3ccc(CN4CCC5(CC4)CNc4ccccc45)cc3)c(-c3ccccc3)nc2c1
  -3.0	-20.6
Cc1cc(N2CCN(S(C)(=O)=O)C[C@@H]2C)ccc1N1CCN(Cc2ccccc2)[C@@H](C)C1
  5.4	-20.1
CSC(=Cc1ccc(C(=O)c2ccc(C)cc2)n1C)S(C)=O (configuration not stated)
  3.2	4.0
CCOC(=O)c1[nH]c2ccc(OC)cc2c1NC(=O)C(C)N1CCSCC1 (configuration not stated)
  11.1	11.8
Cc1ccc(S(=O)(=O)NCC2CCN(C(=O)C(=O)c3cc4ccccc4o3)CC2)cc1
  0.0	-21.0
C#CCN1C(=O)[C@]2(OCCC=C[C@H]2C)c2ccccc21
  -0.2	2.9
O=C(Nc1cc(Cl)cc(Cl)c1)N[C@@H]1CC[C@@H](CCNS(=O)(=O)c2cccc(F)c2)O[C@@H]1CO
  5.6	-10.7
Nc1[nH]c(C(=O)c2ccccc2)c(-c2ccccc2C(F)(F)F)c1C(=O)c1c[nH]c2ccccc12
  3.1	-22.3
COc1cc2c(cc1OC)/C(=C/C(C)=O)OC2
  0.6	-1.2

Gathered by group: the compounds so far with bromine
Sequence of screens: TAAR1 ag	TAAR1 antag
COC(=O)C(CC(C)C)N(Cc1ccc(Br)cc1)S(=O)(=O)CCl (configuration not stated)
  1.6	19.0
COC(=O)C1=C(C)N(Cc2ccccc2)C(=S)NC1c1ccc(Br)cc1 (configuration not stated)
  0.6	-3.8
CCOC(=O)C1=CCN(S(=O)(=O)c2ccc(Br)cc2)C1c1ccc(F)cc1 (configuration not stated)
  4.8	15.3
COc1ccc(S(=O)(=O)N2CCCc3nc(-c4ccc(Br)cc4)ccc32)cc1
  1.4	-11.2
CCOC(=O)C1=CCN(S(=O)(=O)c2ccc(Br)cc2)C1c1cccc(Br)c1 (configuration not stated)
  0.0	-2.5

Remaining list, next part:
Sequence of screens: TAAR1 ag	TAAR1 antag
O=c1cccc(-c2ccc3ccccc3c2)o1
  -0.8	-6.3
CCOC(=O)[C@]12CCCC=C1N(Cc1ccccc1)C(=O)[C@H](CC(=O)NCCCN1CCCC1=O)C2
  0.9	-10.0
CO[C@@H]1CN(C)C(=O)c2ccc(NS(=O)(=O)c3c(C)noc3C)cc2OC[C@@H](C)NC[C@@H]1C
  0.9	-6.1
O=C(/C=C1\OCc2ccccc21)c1ccccc1
  0.7	-17.6
CCCCCCCCN1C(=O)[C@H](CC(=O)NCC23CC4CC(CC(C4)C2)C3)C[C@@]2(C(=O)OC)CC(C)(C)CC=C12
  2.1	-19.4
COC(=O)c1c(-c2ccc(OC)cc2)c2c(c3c4cc(OC)ccc4n(S(=O)(=O)c4ccc(F)cc4)c13)C(=O)N(C)C2
  -0.6	-12.2
Cc1ccc2[nH]c3c(NCc4ccccc4)ncnc3c2c1
  16.8	19.0
COC(=O)[C@@]12C[C@@H](CC(=O)N3CCN(C(=O)C4CC4)CC3)C(=O)N(Cc3cccc4ccccc34)C1=CCC(C)(C)C2
  8.8	-1.9
C[C@@H]1ON(C)[C@H]2C[C@H]3c4cc(N5CCCCC5)ccc4CCN3C[C@@H]12
  0.8	-28.1
Brc1ccc2nc(-c3ccc(CN4CCC(c5nc6ccccc6[nH]5)CC4)cc3)c(-c3ccccc3)nc2c1
  25.3	85.8*
CCOC(=O)N[C@H](C(=O)N1CCC[C@H]1C(=O)NCCc1ccccc1Cl)C1CCCCC1
  61.0*	75.4*
COC[C@@H](O)[C@H]1OCc2cc(OC)ccc2[C@@H]1/C=C/c1ccccc1
  2.6	0.3
COC(=O)[C@]12C[C@H](CC(=O)NCC3CCCCC3)C(=O)N(CCC3=CCCCC3)C1=C[C@H](C(C)(C)C)O[C@@H]2C
  -1.3	-23.7
Nc1ccn([C@@H]2O[C@H](C(=O)NCC(=O)N3CCOCC3)[C@@H](O)[C@H]2O)c(=O)n1
  -0.1	6.6
CCCCCCCCN1C(=O)[C@@H](CC(=O)N2CCCCC2)C[C@@]2(C(=O)OC)C1=C[C@H](C1CCCC1)O[C@@H]2C
  -2.8	-32.5
COC(=O)c1ccc(CN2C(=O)[C@]3(OCCC=C[C@H]3C)c3c(Br)cccc32)cc1
  2.6	-17.5
Nc1[nH]c(C(=O)c2ccccc2)c(-c2ccc3ccccc3c2)c1C(=O)NCc1ccc(-c2ccccc2)cc1
  2.1	-40.8
COc1cccc(-c2cccc3c4c([nH]c23)[C@@H]2C[C@H]3[C@@H](C(=O)N2CC4)[C@H](C)ON3C)c1
  6.0	52.7*
